Screening data (PubChem BioAssay)
GAA inh: alpha-glucosidase (human) inhibition. P10253. purified human GAA, 4-MU-alpha-glucoside fluorescence. Potency, µM (doses to about 76.9 µM), without a hit: at the top dose activity change, negative = inhibition, actives largely listed as inhibitors. 0.005% of 200,000 active. AID 1466;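 further: potency means the concentration at half of the fitted maximal effect; plate controls were uninhibited enzyme wells for no effect and no-enzyme background for full effect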
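Activity normalized between no-enzyme (basal) and enzyme-only wells. Conditions: 4 nM human enzyme, 400 uM fluorogenic substrate, citrate/phosphate pH 5.0 with Tween-20, 20 min room temperature, compounds up to 77 uM.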
CBFb RUNX1 block: blocks binding between human CBF-beta and RUNX1 | AlphaScreen CBFb-His/RUNX1-biotin binding, biochemical | Q01196+Q13951 | Potency, µM (top dose mostly 59.8 µM), for the others: top-dose activity, negative = inhibition, hits mostly inhibitors | 230,000 tested, under 10 active; further: % of control where 0% means no effect
Target sequence (Q01196 whole entry, looked up): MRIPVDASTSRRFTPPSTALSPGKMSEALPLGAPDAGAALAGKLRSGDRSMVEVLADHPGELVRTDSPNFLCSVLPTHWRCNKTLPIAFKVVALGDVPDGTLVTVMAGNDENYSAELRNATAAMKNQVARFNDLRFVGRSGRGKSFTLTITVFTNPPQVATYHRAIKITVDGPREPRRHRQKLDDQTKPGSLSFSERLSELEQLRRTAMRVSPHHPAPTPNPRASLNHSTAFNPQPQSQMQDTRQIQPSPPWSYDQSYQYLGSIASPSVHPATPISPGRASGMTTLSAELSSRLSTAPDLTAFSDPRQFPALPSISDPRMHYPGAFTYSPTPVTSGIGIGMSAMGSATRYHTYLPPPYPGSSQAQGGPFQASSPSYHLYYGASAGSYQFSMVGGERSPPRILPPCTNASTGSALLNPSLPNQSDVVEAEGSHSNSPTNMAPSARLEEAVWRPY
Target sequence (Q13951 whole entry, looked up): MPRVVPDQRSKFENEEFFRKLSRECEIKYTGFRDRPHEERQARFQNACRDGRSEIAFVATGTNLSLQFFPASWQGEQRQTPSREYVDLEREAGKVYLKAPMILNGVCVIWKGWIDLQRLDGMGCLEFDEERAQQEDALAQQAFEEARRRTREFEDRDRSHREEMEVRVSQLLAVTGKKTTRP
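Bead-based AlphaScreen assay; binding partners His-tagged CBF-beta and biotinylated RUNX1 at 30 nM each. Compound exposure 15 min after a 20-min protein preincubation; bead step 90 min; all steps at room temperature.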
GAA glycogen: GAA glycogen-cleavage inhibition or activation. P10253. recombinant GAA, glycogen substrate, Amplex Red glucose oxidase fluorescence. Potency, µM (highest dose often 76.4 µM), inactives show at the highest dose activity change, negative = inhibition, most hits filed as inhibitors. 0.38% of 300,000 active. AID 2100;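 further: potency means the concentration at half of the fitted maximal effect; 0% = full enzyme reaction and -100% = no-enzyme basal signal; the screen sought inhibitors and activators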
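Recombinant human enzyme (4 nM); glycogen substrate; 37 C, 40 min, pH 5.0. Readout: coupled glucose oxidase/Amplex Red fluorescence.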
GAA spleen mod: inhibits or activates alpha-glucosidase in human spleen homogenate; 0.006% of 240,000 active; human spleen homogenate, 4-MU-alpha-glucoside fluorescence; P10253; Potency, µM (series often up to 79.9 µM), without a hit: at the highest dose activity change, negative = inhibition, actives largely listed as inhibitors;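 further: potency means the concentration at half of the fitted maximal effect; 0% = enzyme with vehicle and -100% = no enzyme basal signal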
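Human spleen homogenate (1 ug) with 4-methylumbelliferyl-alpha-D-glucopyranoside (1 mM final) in 50 mM citrate/phosphate pH 5.0, 0.01% Tween-20; 40 min at 37 C. Stopped at pH 10; 4-MU fluorescence Ex 365/Em 440 nm; AC50 by Hill fit.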
LMNA splice mod: changes lamin A minigene splicing in HeLa cells; 0.01% of 200,000 active; Potency, µM (highest dose often 46.1 µM), without a hit: at the top dose ratio change, negative = inhibition, most hits filed as inhibitors; HeLa LMNA splicing GFP/RFP minigene ratio, 48 h; active means well fitted inhibition curve with a large enough effect in the signal ratio, with a control signal flat, not every such curve was filed as active; inconclusive means small, poorly fitted or top-dose-only effect, or effect the other way, or a change in a side signal; the % refers to the signal ratio; further: potency means the concentration at half of the fitted maximal effect; on the % scale 0 is the no-effect control and ±100 the full control effect
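S3 HeLa cells stably expressing lamin A-EGFP splicing minigene plus DsRed2, 600 cells/well, 48 h compound exposure at 37C. Laser-scanning cytometry; analysed as GFP (500-530 nm)/RFP (575-640 nm) total intensity ratio; 0.5% DMSO vehicle.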
HttQ103 aggreg: mutant huntingtin aggregation inhibition. PC12 HttQ103-GFP aggregates, Acumen cytometry, 40 h. Potency, µM (series often up to 46.1 µM), without a hit: at the top dose activity change, negative = inhibition, usual class: inhibitors. 1.1% of 220,000 active. AID 1688; further: potency means the concentration at half of the fitted maximal effect; on the % scale 0 is the no-effect control and ±100 the full control effect; nearly all actives have a fitted effect of over 60% in size
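Ecdysone-promoter PC12 model expressing HTT exon 1 Q103 fused to GFP, induced by tebufenozide at 100 nM final. Compounds titrated; aggregates sized 1–25 µm scored on a 488 nm laser cytometer.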
HTT ATP protect: Huntington cell model cytoprotection by ATP luminescence; Potency, µM (doses to about 56.4 µM), for the others: cytoprotection (ATP increase), hits mostly activators; PC12 HTT-Q103 induced, cytoprotection, ATP luminescence, 40 h; 0.14% of 230,000 active;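 further: potency means the concentration at half of the fitted maximal effect; % of control where 0% means no effect; nearly all actives have a fitted effect of over 45% in size; toxic huntingtin expression switched on by the ecdysone agonist tebufenozide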
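Cells were plated at 1500 per well in phenol red-free DMEM with 5% equine and 5% calf serum. Tebufenozide (100 nM final) and compounds were added, then ATPlite reagent, and luminescence was read.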
* = called active by the depositor; u = inconclusive; x = no result given; [ ] = another dose, or the depositor's remark. Unless noted, the call rests on the fitted dose curve; in most records, active means well fitted curve in the direction sought with a large enough effect; inconclusive means small, poorly fitted or top-dose-only effect, or another doubt; inactive means no such curve, though single readings can be large; an effect the other way counts as inactive or inconclusive.

mol | GAA inh | CBFb RUNX1 block | GAA glycogen | GAA spleen mod | LMNA splice mod | HttQ103 aggreg | HTT ATP protect
Cc1noc(C)c1COc1ccc(C(=O)OCC(=O)N2CC(=O)Nc3ccccc32)cc1 | u | -2% | 7% | -9% | -17% | u | -9%
CN(C)C(=O)OC1=C(c2ccccc2)Sc2ccccc2-n2cccc21 | x | 2% | x | 6% | x | x | -55%[inhibitor]
O=C1N=C(N2CCc3ccccc3C2)S/C1=C\c1ccc(O)cc1 | x | -5% | 2% | -1% | x | -1%[9.22 µM] | -12%[10 µM]
NS(=O)(=O)c1cccc(NC(=O)CN2CCCc3ccccc32)c1 | -9% | -4% | 7% | -4% | -18%[46 µM] | 23% | -16%
CCN(CC)S(=O)(=O)c1ccc(C)c(NC(=S)NNC(=O)C2CC2)c1 | -3% | u | -29% | -1% | -1% | -3% | u
CN1CCN(S(=O)(=O)c2cccc(S(=O)(=O)c3ccc(Cl)c(Cl)c3)c2)CC1 | 2%[15.4 µM] | -6% | -2% | -7% | -2% | -13% | -6%
CCc1ccccc1NC1c2ccccc2C(=O)N1Cc1ccco1 (stereo not drawn) | 0% | 2% | -4% | -2% | -5% | -10% | -6%
C/C=C/C(=O)Nc1ccccc1Br | -3% | 7% | 5% | -13% | -3% | -6% | -3%
C=CCn1c(COc2ccccc2)nnc1SC(C)C(=O)N/N=C/c1cc(Cl)ccc1O (stereo not drawn) | u | -11% | -2% | 3% | u | 10µM* | -41%[inhibitor]
CC(C)Cn1c(-c2csc(C(C)C)c2)n[nH]c1=S | u | -2% | u | 1% | -10%[9.22 µM] | 6%[9.22 µM] | -9%
CN=C1c2cc3c(Br)c(OC)ccc3n2CCN1C | -9% | -1% | 14% | 12% | -22% | 11% | -65%
CCCCNS(=O)(=O)c1ccc2nc(-c3cccnc3)cc(C(=O)NCCOC)c2c1 | x | 6% | 0% | 1% | 1%[46 µM] | -8%[9.22 µM] | -26%[10 µM]
Cc1cc(-c2nnnn2-c2ccc(C(F)(F)F)cc2)no1 | -7% | 9% | 2% | -4% | x | -18%[9.22 µM] | -1%[10 µM]
CCOc1ncccc1C(=O)OCC(=O)N1CCN(S(=O)(=O)c2ccc(Cl)cc2)CC1 | u | 0% | -8% | -13% | 9% | -1% | 9%[10 µM]
COc1ccc(NC(=O)NC(=O)c2cc(OCC(F)(F)F)ccc2OCC(F)(F)F)cc1 | -9% | 0% | -17% | 0% | x | 0%[9.22 µM] | -3%[10 µM]
COC(=O)C1CCN(C(=O)c2cc3ccccc3oc2=O)CC1 | 1% | 3% | 1% | -7% | 5% | u | u
C/C(CC(C)C)=N\Oc1nc(C)cc(C)n1 | x | 7% | -3% | 3% | x | 20%[9.22 µM] | -2%[10 µM]
Cc1ccc(S(=O)(=O)/N=C2/C=C(Sc3ncn[nH]3)C(=O)c3ccccc32)cc1 | -5% | -10% | -28% | -6% | u | 3.2µM* | -81%[inhibitor][10 µM]
Cc1cc(C)c2nc3c(c(C(=O)O)c2c1)CCC3 | -3% | 0% | -3% | -4% | -3% | 0% | -8%[10 µM]
CCc1nn2c(=O)cc(CSc3nc(C)cc(=O)[nH]3)nc2s1 | 0% | 1% | 3% | 6% | 3% | -6% | -3%
CC(=O)Nc1ccc(SCC(=O)c2cc(C)n(-c3ccccc3F)c2C)cc1 | -7% | 6% | 2% | 11% | u | -22% | -5%[10 µM]
Cn1cnc([N+](=O)[O-])c1Oc1cccc2ccccc12 | 0% | -2% | 9% | -2% | u | u | 19%[10 µM]
CCCCOc1ccc([N+](=O)[O-])cc1C(=O)O | -6% | 6% | 24% | -3% | 9%[46 µM] | 17% | x
COC(=O)C/C=C/[C@@H](C)[C@H](O)c1ccccc1Br | x | 13% | x | -2% | x | x | u
Cn1cccc1Cc1nnc(SCC(=O)N2CCOCC2)n1-c1ccc(F)cc1 | -2% | 1% | 0% | -4% | -18% | -21% | -7%
Cc1cccc2cc(C#N)c(NCCNC(=O)NC3CCCCC3)nc12 | 12% | 9% | 3% | 5% | 1% | -5% | -1%[10 µM]
Cc1cc(NC(=O)COC(=O)C2CCCN2C(=O)c2cccs2)no1 (stereo not drawn) | 10% | -2% | -3% | -3% | 8% | 6% | -1%
CCCCNC(=S)N1CCn2cccc2C1c1ccccc1 (stereo not drawn) | -7% | -4% | -11% | -20% | 14%[9.22 µM] | -29% | -4%
CC(=O)Nc1ccccc1C(=O)N1CC2(C)CC1CC(C)(C)C2 (stereo not drawn) | -1% | 4% | 3% | -7% | 7% | 7% | 18%
COCCCNC(=O)c1sc2ncnc(N3CCc4ccccc4C3)c2c1C | 8% | 8% | 28% | 10% | -23% | -15% | -3%[10 µM]

Fetched one by one from above:
mol | GAA inh | CBFb RUNX1 block | GAA glycogen | GAA spleen mod | LMNA splice mod | HttQ103 aggreg | HTT ATP protect
CN1CCN(S(=O)(=O)c2cccc(S(=O)(=O)c3ccc(Cl)c(Cl)c3)c2)CC1 | 2%[15.4 µM] | -6% | -2% | -7% | -2% | -13% | -6%
COC(=O)C/C=C/[C@@H](C)[C@H](O)c1ccccc1Br | x | 13% | x | -2% | x | x | u
Cc1ccc(S(=O)(=O)/N=C2/C=C(Sc3ncn[nH]3)C(=O)c3ccccc32)cc1 | -5% | -10% | -28% | -6% | u | 3.2µM* | -81%[inhibitor][10 µM]
C=CCn1c(COc2ccccc2)nnc1SC(C)C(=O)N/N=C/c1cc(Cl)ccc1O (stereo not drawn) | u | -11% | -2% | 3% | u | 10µM* | -41%[inhibitor]
CCCCNS(=O)(=O)c1ccc2nc(-c3cccnc3)cc(C(=O)NCCOC)c2c1 | x | 6% | 0% | 1% | 1%[46 µM] | -8%[9.22 µM] | -26%[10 µM]

Three entries from above, sorted by molecular weight, lowest first.
mol | GAA inh | CBFb RUNX1 block | GAA glycogen | GAA spleen mod | LMNA splice mod | HttQ103 aggreg | HTT ATP protect
COC(=O)C/C=C/[C@@H](C)[C@H](O)c1ccccc1Br | x | 13% | x | -2% | x | x | u
COCCCNC(=O)c1sc2ncnc(N3CCc4ccccc4C3)c2c1C | 8% | 8% | 28% | 10% | -23% | -15% | -3%[10 µM]
CCOc1ncccc1C(=O)OCC(=O)N1CCN(S(=O)(=O)c2ccc(Cl)cc2)CC1 | u | 0% | -8% | -13% | 9% | -1% | 9%[10 µM]

Later entries
mol | GAA inh | CBFb RUNX1 block | GAA glycogen | GAA spleen mod | LMNA splice mod | HttQ103 aggreg | HTT ATP protect
CCO[C@H]1OC(C(=O)Nc2ccccc2)=C[C@@H](c2csc3ccccc23)[C@@H]1CCCO | x | 13% | -7% | -2% | x | 2%[9.22 µM] | -3%[10 µM]
CCOc1ncccc1C(=O)OCc1cc(=O)oc2c(C)c(C)ccc12 | 3% | -2% | 0% | -4% | 4% | -1% | -2%
COc1ccc(F)cc1CN1CCN(c2ncnc3scc(-c4ccccc4)c23)CC1 | -4% | -2% | -12% | -1% | x | 23%[9.22 µM] | 3%[10 µM]
COc1cccc(-c2csc(N3CCN(C(=O)C4CCCCC4)CC3)n2)c1 | -5% | -4% | -10% | -6% | u | -6% | -4%
CCCCCCCCN[C@@H](C)[C@H](O)c1ccc(SC(C)C)cc1 | x | 11%[21.7 µM] | x | -10%[29.1 µM] | u | x | -62%[inhibitor][17.1 µM]
COC(=O)CCNC(=O)c1ccc2[nH]c(C)c(C)c2c1 | -2% | 1% | -6% | -2% | x | -5% | 16%
CC(=O)c1cn(CC(=O)Nc2ccc(C)cc2C)c2ccccc12 | -6% | -1% | 1% | 6% | u | u | 35%[1.9 µM]
COc1ccc(CSc2nncn2C)cc1F | 10% | 6% | 19% | -2% | 12%[46 µM] | 1%[9.22 µM] | -2%[10 µM]
CCOc1ccc(C(=O)N2CCN(C(=O)c3ccco3)CC2)cc1OCC | -1% | 16% | -4% | -1% | -14% | 10% | 15%[10 µM]
Cc1ccc2c(c1)N(CC(=O)OCC(=O)NCc1ccccc1)C(=O)CO2 | -3% | 4% | 11% | -7% | -1%[46 µM] | -15%[9.22 µM] | -15%[10 µM]
COc1ccccc1NC(=O)CCC(=O)OCc1ccc(Br)cc1 | 13% | 13% | -13% | -1% | x | 4%[9.22 µM] | -15%
CC1C(C#N)=C(SCC(N)=O)NC2=C1C(=O)CC(C)(C)C2 (stereo not drawn) | u | 3% | -1% | 1% | x | 3% | -10%
CCCCn1c(Cc2ccccc2)nnc1SCC(=O)Nc1cc(C)on1 | -1% | 12% | 7% | -2% | 3% | 0% | 11%[1.9 µM]
Cc1[nH]nc(SCC(=O)NCc2ccc(F)cc2)c1[N+](=O)[O-] | -4% | 8% | 11% | -3% | u | 0% | -5%[10 µM]
COc1ccc(-c2[nH]ncc2CN2CCC(OCc3ccccn3)CC2)c(F)c1 | x | 9% | -8% | 3% | x | -12%[9.22 µM] | -7%[10 µM]
Fc1ccccc1-c1csc(=Nc2cccnc2)n1CC1CCCO1 (stereo not drawn) | 1% | 0% | -12% | -1% | u | 3% | 9%[10 µM]
c1ccc(Nc2nc(NCC3CCCO3)c3ccccc3n2)cc1 (stereo not drawn) | u | 15% | -2% | x | x | u | -23%
COc1ccc(-c2nc3cnc(Nc4cccc(OC)c4)nc3n(C3CC3)c2=O)cc1 | x | x | x | -2% | u | x | -1%
Cc1ccc(NC(=O)CS(=O)(=O)c2cn(CC(=O)N3CCOCC3)c3ccccc23)cc1 | 2% | -1% | 2% | -1% | 12%[9.22 µM] | -10% | 5%
Cc1cccc(C(=O)Nc2ccc(N3CCN(S(C)(=O)=O)CC3)cc2)c1 | u | -9% | -12% | 0% | x | x | x
CCc1cc(C)cc(OCCNC(=O)c2ncn[nH]2)c1 | -2% | 0% | 3% | -12% | 23% | -14% | -2%[10 µM]
COc1ccccc1CNC(=O)C1Cc2ccccc2C(=O)O1 (stereo not drawn) | 9% | -6% | 18% | 1% | 12%[46 µM] | -9% | -10%
Cn1nc(C(F)(F)F)c(-c2ccc(Br)cc2)c1NC(=O)c1nccnc1C(=O)O | x | 4% | 3% | 0% | x | 12%[9.22 µM] | -2%[10 µM]
CCSc1nnc(NC(=O)C2CCN(S(=O)(=O)c3cc(C(F)(F)F)ccc3Cl)CC2)s1 | -4% | -2% | -2% | 5% | u | -4% | 10%[10 µM]
O=C(NC1CCCCC1)n1c(=O)oc2ccc(Cl)cc21 | -14% | 3% | 2% | 0% | 0% | -16% | 27%
Cc1ccc(S(=O)(=O)N2CCN(C3CCN(Cc4ccccc4)CC3)CC2)cc1 | -2% | 15% | -16% | 12% | -6% | 12% | -4%
